KLF5 inh: KLF5 expression inhibitors, primary screen, DLD-1 cells, luminescence. DLD-1 KLF5 promoter-luciferase reporter. inhibition, % at 5 µM. 0.23% of 290,000 active;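 active means inhibition above a per-plate limit of that plate's mean compound inhibition plus 3 SD, cut at about 60% in these data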;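 further: 0% = DMSO wells and 100% = LY294002 at 200 µM; higher means less KLF5 promoter-driven luciferase light; inactives centre near -14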
GSK3 alpha inh: blockers of GSK3A enzyme activity – biochemical, luminescence, cell-free homogeneous, HTS, primary screen; 0.1% of 320,000 active; GSK-3 alpha kinase, ADP-Glo luminescence, 60 min; AID 2650, 2010; inhibition, % at 10 µM;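 in the data active means inhibition above about 50%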;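 further: GST-tagged GSK-3 alpha with peptide substrate and 25 µM ATP; 0% = DMSO neutral wells and 100% = GW8510 positive control wells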
Target sequence (P49840 whole entry, looked up): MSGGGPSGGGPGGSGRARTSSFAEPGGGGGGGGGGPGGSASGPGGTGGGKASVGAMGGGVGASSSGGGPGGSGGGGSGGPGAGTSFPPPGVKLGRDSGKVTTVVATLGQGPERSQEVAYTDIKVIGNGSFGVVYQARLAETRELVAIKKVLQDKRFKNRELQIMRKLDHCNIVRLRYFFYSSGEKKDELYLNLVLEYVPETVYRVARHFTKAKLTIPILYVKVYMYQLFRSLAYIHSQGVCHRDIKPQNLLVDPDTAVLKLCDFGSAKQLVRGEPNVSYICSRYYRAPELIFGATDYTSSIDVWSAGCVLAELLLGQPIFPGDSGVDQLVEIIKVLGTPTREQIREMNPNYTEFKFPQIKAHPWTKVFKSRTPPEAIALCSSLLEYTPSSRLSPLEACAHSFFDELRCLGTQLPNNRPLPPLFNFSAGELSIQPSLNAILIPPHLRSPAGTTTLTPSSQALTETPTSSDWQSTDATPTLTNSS
HSF1 inhib: HSF1 inhibitors in luciferase reporter cells, primary screen, cell-based, NIH3T3, luminescence; AID 2098, 2009; 0.77% of 300,000 active; NIH3T3-HGL HSE-luciferase, MG132-induced, luminescence 8 h; hits give low values; activity change, negative = inhibition, % at 7.5 µM (by protocol);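 active means more than half of replicate wells show activity change below -50%, luminescence cut by over half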;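 further: luciferase reports HSF-1 transcriptional activity via heat shock element; 0% = median of DMSO wells and -100% = zero luminescence signal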
HSP90 inh: HSP90 inhibitors, primary screen, cell lysate, luminescence; Rabbit reticulocyte lysate, luciferase refolding luminescence, 3 h; Heat shock protein HSP 90 (rabbit reticulocyte lysate; luciferase refolding); 0.91% of 290,000 active; inhibition, % at 5.6 µM;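 active means inhibition above the screen-wide mean plus 3 SD, computed separately per campaign, cut at about 16% in these data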;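 further: 0% = DMSO wells and 100% = 60 µM geldanamycin wells; inhibitors lower the luminescence because luciferase stays unfolded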
GSK3B inh: human GSK3beta kinase inhibitors, primary screen, biochemical, cell-free homogeneous, HTS; Glycogen synthase kinase-3 beta (Homo sapiens), P49841; GST-GSK3beta kinase, ADP-Glo luminescence, 60 min; hits give low values; activity score (negative = inhibition), % at 10 µM; 0.038% of 300,000 active; AID 2097, 2009;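 active means more than half of replicate wells score below -50%, meaning over 50% inhibition versus plate controls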;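 further: 0% = median DMSO wells and -100% = median GW8510 positive control wells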
Target sequence (P49841 whole entry, looked up): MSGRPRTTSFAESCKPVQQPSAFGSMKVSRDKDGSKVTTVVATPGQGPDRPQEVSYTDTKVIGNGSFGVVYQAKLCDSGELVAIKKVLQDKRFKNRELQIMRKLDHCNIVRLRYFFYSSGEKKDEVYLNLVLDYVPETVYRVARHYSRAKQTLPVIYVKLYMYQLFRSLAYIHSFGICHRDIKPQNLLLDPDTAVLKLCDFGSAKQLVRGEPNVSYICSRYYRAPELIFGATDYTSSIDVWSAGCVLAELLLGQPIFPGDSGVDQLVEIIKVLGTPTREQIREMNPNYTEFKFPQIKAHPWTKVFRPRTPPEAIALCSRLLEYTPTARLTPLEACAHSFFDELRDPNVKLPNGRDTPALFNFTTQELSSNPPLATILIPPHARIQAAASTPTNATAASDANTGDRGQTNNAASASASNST
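Assay system: GST-tagged human GSK3beta kinase, cell-free; Input: 1.6 ng GSK3beta; Medium: Tris/MgCl2 kinase buffer; Timing: 60 min enzyme reaction, room temperature; Signal: ADP-Glo luminescence quantifying ADP generated by kinase; Evaluation: score relative to plate controls; Benchmarks: DMSO neutral wells and GW8510 at 20 µM as positive.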
IEC-6 tox: cytotoxicity in IEC-6 intestinal epithelial cells, primary screen, cytotoxicity control for KLF5 inhibitor project, cell-based, luminescence; IEC-6 cytotoxicity, luminescence viability; 0.78% of 290,000 active; inhibition, % at 5 µM; in the data active means inhibition above about 22%;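 further: 0% = plate median of test compound wells and 100% = cytotoxic reference compound wells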
aSyn UTR inh: MLPCN primary screen, SNCA 5' untranslated region. inhibition, % (tested at 7.5 µM). 0.82% of 300,000 active. alpha-synuclein 5'UTR reporter, inhibitor activity; in the data active means inhibition above about 60%;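 further: H4 neuroglioblastoma cells stably carrying SNCA 5'UTR luciferase fusion; 0% = DMSO wells and 100% = positive control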
PolyA inh: polyadenylation inhibitors in yeast reporter cells, primary screen, luminescence, S. cerevisiae. S. cerevisiae SKY197-pL101 polyadenylation reporter, beta-gal luminescence; efflux-impaired pdr1/pdr3 knockout yeast; score 100 = 6 SD above DMSO. calls only at 12 µM. 0.02% of 300,000 active. AID 1875, 2009;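 active means lowest replicate activity score at least 50, where 100 means six control SD above control mean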;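 further: yeast exposed to compound for 9 h at 30 °C; higher score means more reporter readthrough which indicates perturbed polyadenylation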
AI-2 QS mod: Vibrio harveyi AI-2 quorum sensing modulators, primary screen, JMH597 strain, luminescence/OD600 ratio; 0.4% of 300,000 active; activity change, % at 7.5 µM; Vibrio harveyi JMH597 AI-2 luminescence/OD600 ratio, 9 h; hits give low values; strain lacks LuxN and CqsS sensors; 0 = neutral-control median; AID 2094, 2009; in the data active means activity change below about -75%, passing the limit was not always enough;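 further: luminescence divided by OD600 gain over 9 h not by final OD600 alone; inactives centre near 13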
HSF-1 act: HSF-1 activators, primary screen, NIH3T3-HGL cells, MG132 stress, luminescence, single point | NIH3T3-HGL HSF-1 luciferase reporter, 8 h; 100% = twice DMSO control signal | activation, % at 9 µM | 1.7% of 300,000 active | AID 504408, 2011;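 active means mean replicate activation of at least 50% with a set share of replicates each reaching 50%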;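 further: 0% = median of the neutral control wells and 100% = twice that signal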
Starred values were filed as active, the others as inactive; i = inactive; . = no result given.

molecule,KLF5 inh,GSK3 alpha inh,HSF1 inhib,HSP90 inh,GSK3B inh,IEC-6 tox,aSyn UTR inh,PolyA inh,AI-2 QS mod,HSF-1 act
Cc1ccc(C=NCc2ccncc2)c(O)c1,-12,5,-5,-4,0,-5,-41,i,29,-3
CC1CCCC(NC(=O)COC(=O)c2ccccc2NC(=O)c2ccco2)C1C (stereo unspecified),-22,-1,-1,-3,-1,1,7,i,10,-1
CN(C)S(=O)(=O)N1CCN(C(=O)N2CCOCC2)CC1,-15,-2,-10,-5,-2,-7,23,i,8,3
CC(=O)Nc1ccc(S(=O)(=O)N2CCN(S(=O)(=O)N3CCCCC3)CC2)cc1,8,0,4,-1,-2,1,-32,i,17,9
Cc1cc2c(Nc3cccc(O)c3)ncnc2s1,-31,15,12,-2,-1,7,-19,i,6,24
CCc1ccc(C2CC(c3ccco3)=NN2S(C)(=O)=O)cc1 (stereo unspecified),-94,1,10,18*,-3,11,-89,i,16,41
O=C(Nc1ccc(N2CCN(c3ncccc3C(F)(F)F)CC2)nc1)c1cccs1,5,-3,3,5,-3,1,-6,i,10,-2
Cc1nc(C)c(C(=O)NCc2ccc(Cl)cc2)o1,-18,1,4,2,5,-2,-9,i,23,-1
COc1ccccc1CNC(=O)c1ccc2nc(N3CCOCC3)sc2c1,-28,-1,-20,6,2,2,6,i,-9,-30
CC(=O)N1c2ccc(S(=O)(=O)N3CCC(C(=O)Nc4ccc(C)cn4)CC3)cc2CC1C (stereo unspecified),6,1,-7,-5,1,-2,-5,i,28,4
COc1cc(CNc2ccccc2Oc2cc(=O)n(C)c(=O)n2C)cc(OC)c1OC,0,3,10,1,1,5,13,i,4,31
O=C(Nc1c(-c2cccs2)nc2ccccn12)c1ccc2ccccc2c1,-1,4,1,3,2,-11,17,i,4,14

Four compounds picked at random from the list so far:
molecule,KLF5 inh,GSK3 alpha inh,HSF1 inhib,HSP90 inh,GSK3B inh,IEC-6 tox,aSyn UTR inh,PolyA inh,AI-2 QS mod,HSF-1 act
COc1cc(CNc2ccccc2Oc2cc(=O)n(C)c(=O)n2C)cc(OC)c1OC,0,3,10,1,1,5,13,i,4,31
O=C(Nc1ccc(N2CCN(c3ncccc3C(F)(F)F)CC2)nc1)c1cccs1,5,-3,3,5,-3,1,-6,i,10,-2
CC1CCCC(NC(=O)COC(=O)c2ccccc2NC(=O)c2ccco2)C1C (stereo unspecified),-22,-1,-1,-3,-1,1,7,i,10,-1
CC(=O)Nc1ccc(S(=O)(=O)N2CCN(S(=O)(=O)N3CCCCC3)CC2)cc1,8,0,4,-1,-2,1,-32,i,17,9

Single records (already shown). Screens in order: KLF5 inh	GSK3 alpha inh	HSF1 inhib	HSP90 inh	GSK3B inh	IEC-6 tox	aSyn UTR inh	PolyA inh	AI-2 QS mod	HSF-1 act
O=C(Nc1ccc(N2CCN(c3ncccc3C(F)(F)F)CC2)nc1)c1cccs1 in the list: 5	-3	3	5	-3	1	-6	i	10	-2
CC(=O)Nc1ccc(S(=O)(=O)N2CCN(S(=O)(=O)N3CCCCC3)CC2)cc1 in the list: 8	0	4	-1	-2	1	-32	i	17	9
COc1ccccc1CNC(=O)c1ccc2nc(N3CCOCC3)sc2c1 in the list: -28	-1	-20	6	2	2	6	i	-9	-30

New compounds follow.
molecule,KLF5 inh,GSK3 alpha inh,HSF1 inhib,HSP90 inh,GSK3B inh,IEC-6 tox,aSyn UTR inh,PolyA inh,AI-2 QS mod,HSF-1 act
CSc1ccccc1C(=O)C1CCCN(C(=O)c2cncs2)C1 (stereo unspecified),3,0,5,-5,1,-2,1,i,2,0
CCOc1cc(CNCc2ccccc2)ccc1OCC(=O)NC1CCCCC1,-47,0,0,-4,0,3,-8,i,-5,13
CCOC(=O)c1nnn(CC(=O)Nc2cccc(OC)c2)c1C(=O)OCC,-18,1,2,-3,-25,-4,4,i,-1,-3
O=C(Nc1nnc(S(=O)(=O)N2CCCCCC2)s1)c1ccc(Cl)cc1,-9,-2,1,-4,3,-3,19,i,-6,38
Cc1cc(/C=C2\SC(=Nc3ccc(F)cc3)NC2=O)c(C)n1-c1ccc(S(N)(=O)=O)cc1,-8,5,-9,0,-1,-4,18,i,14,-25
Cc1ccc(-c2nnc(CN3CCN(C)CC3)o2)cc1,-49,0,2,-3,3,-2,-1,i,17,4
Cc1c(C(=O)Nc2cccnc2)oc2ccc(Br)cc12,-96,-5,20,-3,1,1,-246,i,18,31
O=C(Nc1nnc(C(F)(F)F)s1)C1COc2ccccc2O1 (stereo unspecified),-85,-4,9,-2,6,13,-69,i,8,12
CC1Cc2nc(SCC(=O)N3CCOCC3)n(-c3ccccc3)c(=O)c2S1 (stereo unspecified),-15,3,-5,-4,-3,0,17,i,25,-23
CC(=O)Cc1nsc(NC(=O)c2ccccc2Cl)n1,-15,0,2,4,0,8,-1,.,50,11
CC1CCC(NC(=O)c2ccc(NS(=O)(=O)c3ccc4[nH]c(=O)[nH]c4c3)cc2)CC1 (stereo unspecified),.,0,5,.,-3,.,-124,i,15,6
CN(C(=O)c1cccn(Cc2ccccc2)c1=O)c1ccccc1,-16,-1,-3,1,0,3,2,i,12,-7

Part of the list above in order of length of the SMILES, lowest first.
molecule,KLF5 inh,GSK3 alpha inh,HSF1 inhib,HSP90 inh,GSK3B inh,IEC-6 tox,aSyn UTR inh,PolyA inh,AI-2 QS mod,HSF-1 act
Cc1ccc(-c2nnc(CN3CCN(C)CC3)o2)cc1,-49,0,2,-3,3,-2,-1,i,17,4
Cc1c(C(=O)Nc2cccnc2)oc2ccc(Br)cc12,-96,-5,20,-3,1,1,-246,i,18,31
CN(C(=O)c1cccn(Cc2ccccc2)c1=O)c1ccccc1,-16,-1,-3,1,0,3,2,i,12,-7
CC1CCC(NC(=O)c2ccc(NS(=O)(=O)c3ccc4[nH]c(=O)[nH]c4c3)cc2)CC1 (stereo unspecified),.,0,5,.,-3,.,-124,i,15,6

The list goes on.
molecule,KLF5 inh,GSK3 alpha inh,HSF1 inhib,HSP90 inh,GSK3B inh,IEC-6 tox,aSyn UTR inh,PolyA inh,AI-2 QS mod,HSF-1 act
COCCCNC(=S)Nc1ccc2nc(N3CCOCC3)cc(C)c2c1,-36,0,-12,2,-2,4,2,i,24,-20
CNC(=O)Nc1ccccc1NC(=O)NC,7,1,-5,0,-3,0,-9,i,39,-2
COc1ccccc1CNC(=O)C1CCN(S(=O)(=O)c2cccc3cccnc23)CC1,-3,-3,-9,1,4,-2,17,i,32,1
O=C(CSc1nnc2c(Cl)cc(Cl)cn12)NC1CCS(=O)(=O)C1 (stereo unspecified),-38,0,-3,1,-3,-1,0,i,-1,-12
O=C(O)COc1ccccc1/C=N/NC(=O)c1cc(-c2ccccc2)nc2ccccc12,-2,-3,-3,-3,6,3,-15,i,18,-11
O=C(NCc1ccccc1)C1=C[C@@H](c2ccc(C(F)(F)F)cc2)C[C@@H](OCc2ccc(CO)cc2)O1,-39,-2,6,15,4,1,-6,i,-11,14
Cc1cccc(NC(=O)CCC2CCN(Cc3nccs3)CC2)c1,-24,2,2,4,.,4,22,i,85,27
CCN(CC)C(=O)Cn1cc(C(=O)C(=O)N2CCN(c3ccc(OC)cc3)CC2)c2ccccc21,-14,-2,-16,0,1,0,5,i,0,5
O=C(CNC(=O)c1ccccc1)OCc1nnc(-c2ccccc2)o1,.,-1,-1,.,0,.,-18,i,26,-13
Cc1ccc(S(=O)(=O)N2CCN(c3ccnc4cc(Cl)ccc34)CC2)cc1,-17,-2,0,-5,1,7,16,i,4,6
CCOCCOc1nc(C)cc(C)c1S(=O)(=O)c1ccccc1C,-10,.,-11,-2,-3,2,14,i,19,0
CCc1ccc(-c2csc(NC(=O)Oc3ccccc3)n2)cc1,-92,-2,-7,-7,3,-1,-161,i,0,13
Cc1ccc(C(=O)c2coc3ccc(O)c(Cl)c23)cc1,-153,4,8,-11,-11,-2,-163,i,-22,8
Cc1cccc(NC2(C(F)(F)F)N=C(c3ccccc3)NC2=O)n1 (stereo unspecified),25,.,-57*,-5,-1,-5,-8,i,24,-64
COc1ccc(NC(=O)C2CCCN(S(=O)(=O)c3cccc4nonc34)C2)cc1OC (stereo unspecified),-31,-2,-2,-1,1,-8,9,i,9,10
Cc1ccc(NS(=O)(=O)c2cc(NC(=O)c3ccc4c(c3)NC(=O)CS4)ccc2C)c(C)c1,-17,2,-3,17*,1,12,8,i,-3,-13
COc1ccc(C2CC(=O)c3cnc(NC(=O)c4ccccc4)nc3C2)cc1OC (stereo unspecified),6,.,-2,-4,-1,5,5,i,14,3
CCOC(=O)c1oc2ccccc2c1N,-71,-3,3,0,2,4,-90,i,32,0
CCOc1ccc(/C=C/C(=O)N(C)CC(=O)Nc2cccc(F)c2)cc1OCC,.,1,3,.,1,.,29,i,12,17
COc1ccc(-c2cc(-c3ccc(C)cc3)n[nH]2)c(O)c1,-255,-5,8,-2,1,-1,-144,i,44,31
CC(=O)c1c(C)[nH]c(C(=O)/C(C#N)=C/c2cccc(C)c2)c1C,-37,-3,4,-3,2,5,13,i,16,23
O=C(CSCc1c(Cl)cccc1Cl)Nc1nccs1,-45,-2,5,3,-4,-4,21,i,28,8
Cc1nc(Nc2ccc3c(c2)OCO3)c2oc3ccccc3c2n1,-45,-3,-2,1,-3,9,-49,i,28,3
CC1CCC2C(=O)N(c3ccccc3OC(=O)c3ccccc3)C(=O)C2C1 (stereo unspecified),0,-2,1,-2,-1,-7,-2,i,14,3
CCc1ccccc1NC(=O)c1cccc(Oc2ccc([N+](=O)[O-])cc2Cl)c1,-4,1,14,1,0,7,13,i,21,15
CCCCCCN1C=CC=C/C1=C/C=C(C#N)C#N,-26,2,-4,-2,3,-4,32,i,21,2
CSc1nc(N(C)CCO)c2sc3nc(-c4ccco4)c4c(c3c2n1)CCC4,-4,-1,7,-4,2,-25,-25,i,14,5
O=C(Nc1ccc(OCC(F)(F)C(F)F)cc1)c1ccncc1,-31,.,2,-4,-1,4,-6,i,12,1
O=c1[nH]c(C2CCN(S(=O)(=O)c3ccc4c(c3)OCCO4)CC2)nc2c1nnn2Cc1c(F)cccc1Cl,22,4,-16,-1,-4,-5,27,i,17,-21
COc1ccc(C(CC(=O)O)NC(=O)c2ccco2)cc1OC (stereo unspecified),-17,0,-1,-1,0,3,3,i,3,6
CN(C)c1ccc(NC(=O)Oc2ccccc2)cc1,16,-1,13,1,1,-8,3,i,-53,10

These rows are one share of the data; count on the stated rates, not on these rows.
